mIAP inh = mouse IAP inhibition; purified mouse IAP, CDP-Star luminescence, 30 min; inhibition, % at 10 µM; 330,000 tested, 0.2% active; AID 2806;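 active means inhibition of at least 40% at 10 µM in the primary screen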;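 further: plate controls were DMSO with enzyme for no effect and no enzyme wells for full effect; values of inactives mirror those of a sister screen read the other way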
tim10-1 inh = inhibits growth of tim10-1 mutant yeast; inhibition, % at 20 µM; 330,000 tested, 2.2% active; S. cerevisiae tim10-1 ts strain growth, BacTiter-Glo, 24 h; AID 463190;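 active means inhibition of at least 40%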;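 further: mutant grown at 25 °C; 0% = DMSO wells with yeast and 100% = wells holding no yeast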
hIAP block = blocks human intestinal alkaline phosphatase | P09923 | purified IAP, CDP-Star luminescence, 30 min | inhibition, % at 10 µM | 330,000 tested, 0.12% active;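 active means inhibition reaching a set limit with compound at 10 µM in the primary screen, cut at about 35% in these data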;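 further: plate controls were DMSO wells with enzyme for no effect and no-enzyme buffer wells for full effect; values of inactives mirror those of a sister screen read the other way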
Target sequence (P09923 whole entry, looked up): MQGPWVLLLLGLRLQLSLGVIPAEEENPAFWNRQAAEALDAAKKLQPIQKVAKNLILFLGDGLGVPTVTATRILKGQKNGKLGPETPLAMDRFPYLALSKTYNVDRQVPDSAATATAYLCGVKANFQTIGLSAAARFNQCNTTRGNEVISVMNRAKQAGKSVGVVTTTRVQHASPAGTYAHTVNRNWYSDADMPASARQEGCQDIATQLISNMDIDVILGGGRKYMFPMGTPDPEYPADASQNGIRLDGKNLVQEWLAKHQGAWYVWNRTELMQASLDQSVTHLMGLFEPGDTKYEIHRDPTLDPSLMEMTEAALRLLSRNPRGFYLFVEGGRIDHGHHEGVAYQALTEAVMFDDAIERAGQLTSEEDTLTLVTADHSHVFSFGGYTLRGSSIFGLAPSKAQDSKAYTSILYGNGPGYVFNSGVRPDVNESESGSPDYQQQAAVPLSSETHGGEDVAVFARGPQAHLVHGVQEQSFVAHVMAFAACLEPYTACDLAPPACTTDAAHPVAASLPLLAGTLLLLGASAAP
hIAP activ = increases human intestinal alkaline phosphatase activity; P09923; purified human IAP, CDP-Star luminescence, 30 min; hits give high values; 1 = vehicle-only enzyme, 0 = enzyme-free background; 330,000 tested, 0.16% active; activation factor at 10 µM;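 active means activation factor of the enzyme at least 2-fold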; further: the source names both 10 and 20 µM as test concentration; values of inactives mirror those of a sister screen read the other way
TIM10 inh = inhibits growth of TIM10 yeast strain; S. cerevisiae TIM10 strain growth, BacTiter-Glo luminescence, 24 h; inhibition, % at 10 µM; 330,000 tested, 1.4% active;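 active means inhibition of 40% or more at the single tested concentration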;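 further: wild-type TIM10 isogenic control strain grown at permissive 25 °C; 0% = DMSO yeast wells and 100% = minimal medium wells without yeast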
Apaf-1 inh = inhibitors of human Apaf-1 apoptosome. inhibition, % at 20 µM. reconstituted apoptosome caspase-3 activity, DEVD-Rh110 fluorescence. 330,000 tested, 0.71% active. AID 489030; active means inhibition of at least 40% at 20 µM;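 further: plate controls were DMSO wells for no effect and DEVD-CHO caspase inhibitor wells for full effect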
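System – cell-free apoptosome with Apaf-1, procaspase-3 and caspase-9 · Buffer or medium – pH 7.5 Hepes buffer with CHAPS, BSA, DTT · Also added – cytochrome c with DEVD-Rh110 · Times – 30 min compound preincubation, 50 min activation, room temperature · Technique – Rh110 fluorescence intensity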
mIAP act = increases mouse intestinal alkaline phosphatase activity | 330,000 tested, 0.24% active | activation factor at 10 µM | muIAP, CDP-Star luminescence, 30 min; hits give high values; 1 = vehicle-only enzyme signal, 0 = enzyme-free wells;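 active means activation factor of at least 2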; further: the source names both 10 and 20 µM as test concentration; values of inactives mirror those of a sister screen read the other way
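System: Mouse IAP enzyme | Also added: CDP-Star substrate | Dosing: Compounds dispensed in DMSO | Schedule: 30 min enzyme-substrate-compound incubation at room temperature | Technique: Chemiluminescence readout | Control set: DMSO-only wells and no-enzyme negative control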
NLRP3 yeast inh = blocks the NALP3 inflammasome reconstituted in yeast. Yeast reconstituted NLRP3/ASC/caspase-1, beta-gal luminescence, 24 h. inhibition, % at 10 µM. 330,000 tested, 0.39% active. AID 2825;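 active means inhibition of 50% or more; inactive means inhibition below 50%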;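 further: plate controls were induced DMSO wells for no effect and uninduced yeast grown without galactose for full effect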
ATG4B inhibitor = ATG4B (human) cysteine protease inhibition | Q9Y4P1 | ATG4B cleavage of LC3-PLA2, NBD-HPC fluorescence, 1 h | inhibition, % at 8.33 µM | 340,000 tested, 0.51% active | AID 504462; in the data active means inhibition above about 40%
Target sequence (Q9Y4P1 whole entry, looked up): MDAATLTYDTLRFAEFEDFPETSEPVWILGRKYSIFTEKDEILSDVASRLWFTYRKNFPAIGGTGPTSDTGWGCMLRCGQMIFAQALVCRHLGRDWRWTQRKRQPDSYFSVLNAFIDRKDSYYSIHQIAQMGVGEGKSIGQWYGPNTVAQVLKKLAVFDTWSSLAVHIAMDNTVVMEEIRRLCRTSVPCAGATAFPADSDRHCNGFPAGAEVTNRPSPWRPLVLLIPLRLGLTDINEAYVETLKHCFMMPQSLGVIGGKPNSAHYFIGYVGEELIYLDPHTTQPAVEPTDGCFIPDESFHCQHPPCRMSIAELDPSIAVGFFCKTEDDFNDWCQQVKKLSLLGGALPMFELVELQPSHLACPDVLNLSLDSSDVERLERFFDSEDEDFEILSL
Starred values were filed as active, the others as inactive; / = no result given.

SMILES	mIAP inh	tim10-1 inh	hIAP block	hIAP activ	TIM10 inh	Apaf-1 inh	mIAP act	NLRP3 yeast inh	ATG4B inhibitor
COc1ccc(NC(=O)Nc2ccccc2F)cc1	-27.2	5.5	-3.1	1.03	-1.7	-13.8	1.27	19.2	10.1
c1ccc(-c2nnc3sc(CN4CCc5ccccc54)cn23)cc1	-8.5	12.5	10.9	0.891	42.4*	0.2	1.08	12.1	24.1
Cc1cccc(NC(=O)c2ccc(COc3ccc(Cl)cc3Cl)o2)n1	2.0	35.1	-16.1	1.16	14.5	22.8	0.98	21.6	6.0
CCN(CC)S(=O)(=O)c1cccc(C(=O)NCC2(N3CCOCC3)CCCCC2)c1	0.7	-9.5	-3.5	1.03	-8.1	14.6	0.993	5.4	-11.5
CC(CC(=O)O)C(=O)c1ccc(Cl)c([N+](=O)[O-])c1 (stereo not given)	-12.7	1.7	-20.7	1.21	-7.1	-9.5	1.13	-9.8	2.6
CCOc1ccc(NC(=O)NCCN2C(C)CCCC2C)cc1 (stereo not given)	4.2	9.9	3.9	0.961	-12.8	-12.9	0.958	8.6	2.4
COc1ccc(-c2nnc(SCc3ccccc3F)o2)cc1OC	4.4	-8.0	8.6	0.914	27.4	9.0	0.956	21.6	4.0
CCOC(=O)C1(CCOc2ccccc2)CCN(Cc2ccc(O)c(OC)c2)CC1	2.1	16.9	-5.6	1.06	7.3	-4.3	0.979	16.9	-10.5
O=S(=O)(NCCOc1ccccc1Cl)c1ccc2oc3ccccc3c2c1	-30.6	35.6	-1.5	1.01	25.6	6.2	1.31	12.0	35.6
Cc1cc2c(cc1S(=O)(=O)Nc1c(C)cccc1C)n(C)c(=O)c(=O)n2C	-7.6	-9.5	-0.3	1	2.7	-1.2	1.08	-5.5	7.7
COc1ccc2cc(CCNC(=O)c3ccc(Br)o3)c(=O)[nH]c2c1	-7.1	13.4	-27.7	1.28	-61.1	13.0	1.07	17.9	-7.5
Cc1ccccc1/C=N/NC(=O)c1sccc1C	1.1	19.2	2.8	0.972	15.3	2.6	0.989	25.0	-1.3
Cc1noc(C(=O)N(C)c2ccccc2)c1Cl	12.8	11.7	8.8	0.912	-1.1	-1.1	0.872	7.1	-6.8
COc1ccc(-c2nc(NC(C)=O)sc2-c2ccc(OC)cc2)cc1	-9.7	23.7	-8.5	1.08	23.6	2.0	1.1	0.6	3.5
CC(C)c1ccccc1-n1c(SCC(=O)N2CCc3ccccc3C2)nc2ccccc2c1=O	5.1	35.1	-5.0	1.05	20.7	36.1	0.949	11.2	8.4
COc1ccc(NC(=O)C2CCCN(c3nn4c(=O)cc(C)nc4s3)C2)c(OC)c1 (stereo not given)	-2.2	0.5	-21.0	1.21	-3.6	-3.8	1.02	8.4	3.3
O=C(CN(Cc1ccco1)C(=O)CCC(=O)Nc1ccccn1)NCc1ccccc1	-9.7	-3.3	6.7	0.933	-10.6	3.4	1.1	19.3	-0.6
Cc1cccc2cc(COC(=O)c3cccs3)c(=O)[nH]c12	6.2	10.2	14.6	0.854	9.7	-15.7	0.938	18.0	-0.7
CCN=c1scc(-c2ccccc2)n1/N=C/c1ccccn1	8.9	35.7	-15.0	1.15	45.3*	0.3	0.911	11.7	4.9
CCC(c1n[nH]c(=S)n1-c1ccccc1)N(C)C (stereo not given)	-6.1	9.0	3.1	0.969	-10.3	-8.1	1.06	6.4	-0.4
COc1ccc(OCc2nn3c(Cn4cnc5ccccc54)nnc3s2)cc1	3.5	5.8	-18.9	1.19	6.2	3.6	0.965	24.4	-1.7
Cc1cc(NC(=O)COC(=O)C2CC(=O)N(c3ccccc3)C2)no1 (stereo not given)	-1.2	8.0	3.4	0.966	-11.7	3.8	1.01	19.7	-15.7
COCCN(CCOC)S(=O)(=O)c1ccc(C(=O)Nc2nc(C)c(C(C)=O)s2)cc1	0.4	9.2	-9.5	1.09	0.3	-0.7	0.996	18.7	-0.3
Cc1cnc(C(=O)OCC(=O)Nc2ccc(C)c(S(=O)(=O)N3CCCCC3)c2)cn1	7.0	8.5	-16.4	1.16	5.2	-15.0	0.93	12.2	3.0
O=C(NCc1ccccn1)c1ccc2ccccc2n1	-2.9	2.4	-18.9	1.19	1.6	9.3	1.03	3.2	8.9
Cc1cc(NC(=O)c2cccnc2)ccc1Br	2.2	2.3	-0.6	1.01	-6.5	5.3	0.978	5.8	-2.7
CS(=O)(=O)N1CCCC(C(=O)Nc2c(F)cccc2F)C1 (stereo not given)	7.1	2.0	11.1	0.889	-18.3	-0.9	0.929	10.3	-0.7
COCc1cc(=O)[nH]c2cc(NC(=O)C(C)(C)CCl)c(C)cc12	-6.3	9.7	17.6	0.824	-4.9	-2.8	1.06	0.1	-12.6
CC(C)Nc1nc(NC(C)C)nc(SCC(N)=O)n1	1.3	5.5	-17.7	1.18	5.2	-9.9	0.987	12.4	3.7
O=C(COC(=O)CNC(=O)c1ccccc1F)Nc1nnc(-c2ccccc2)o1	0.9	1.5	0.5	0.995	-3.4	0.0	0.991	8.9	1.2

Some of the entries so far, comma-delimited:
Molecule,mIAP inh,tim10-1 inh,hIAP block,hIAP activ,TIM10 inh,Apaf-1 inh,mIAP act,NLRP3 yeast inh,ATG4B inhibitor
Cc1cc(NC(=O)c2cccnc2)ccc1Br,2.2,2.3,-0.6,1.01,-6.5,5.3,0.978,5.8,-2.7
CS(=O)(=O)N1CCCC(C(=O)Nc2c(F)cccc2F)C1 (stereo not given),7.1,2.0,11.1,0.889,-18.3,-0.9,0.929,10.3,-0.7
COCc1cc(=O)[nH]c2cc(NC(=O)C(C)(C)CCl)c(C)cc12,-6.3,9.7,17.6,0.824,-4.9,-2.8,1.06,0.1,-12.6

Carrying on:
SMILES	mIAP inh	tim10-1 inh	hIAP block	hIAP activ	TIM10 inh	Apaf-1 inh	mIAP act	NLRP3 yeast inh	ATG4B inhibitor
O=C(O)CCCC(=O)N1N=C(c2ccccc2)CC1c1ccc2c(c1)OCO2 (stereo not given)	0.8	-2.1	-21.0	1.21	-5.4	-3.8	0.992	1.0	-9.2
CC(C)Oc1ccc(/C=N/NC(N)=S)cc1	7.6	9.3	-0.9	1.01	9.8	3.9	0.924	30.7	-8.8
Cn1c(=O)n(Cc2ccc(Cl)cc2)c2ccccc21	1.6	34.5	11.0	0.89	29.3	1.9	0.984	44.7	-3.4
COC1=CC(=Cc2c(N)n3nc(CC(=O)N4CCCCC4)sc3nc2=O)C=C(OC)C1=O	11.4	-12.9	20.7	0.793	-4.4	4.3	0.886	-4.4	-2.6
CN(C)C(=O)CSc1nnc(C23CC4CC(CC(C4)C2)C3)o1	-5.6	14.1	0.6	0.994	13.3	-1.3	1.06	-9.7	-8.7
O=C(NCc1nc2ccccc2[nH]1)C1=C[C@@H](c2csc3ccccc23)C[C@@H](OCc2ccc(CO)cc2)O1	-13.4	11.5	-21.7	1.22	-6.6	19.1	1.13	14.9	1.5
CCOC(=O)C1=CN(Cc2ccco2)S(=O)(=O)N(CC)C1c1ccc(F)c(Cl)c1 (stereo not given)	1.0	15.9	/	/	-1.8	24.2	0.99	/	7.8
COc1cccc(NC(=O)CN(C)C(=O)c2cc(C)oc2C)c1	-1.4	-8.5	13.3	0.867	2.8	-3.5	1.01	18.9	-3.6
COc1cc(OC)c(CNC2CCCCCC2)cc1Br	1.0	2.8	-8.5	1.08	-8.3	0.3	0.99	20.2	8.1
Cc1cccc(CSCCNC(=O)c2ccc(CN3CCOCC3)cc2)c1	-8.6	-12.4	-1.5	1.01	-18.5	9.5	1.09	12.1	-1.4
CNC(=O)C(C)c1ncc(C(F)(F)F)cc1Cl (stereo not given)	3.8	-16.0	12.8	0.872	-8.9	-4.6	0.962	6.5	2.3
COC(=O)c1ccccc1NC(=O)CN1CCC(C(=O)c2ccc3c(c2)OCCO3)CC1	-13.1	35.9	-8.6	1.09	16.0	19.8	1.13	5.0	5.7
O=C(Nc1nccs1)C1C2CC3OC(=O)C1C3C2 (stereo not given)	-4.6	-15.7	2.2	0.978	0.0	-7.1	1.05	2.2	-5.9
COc1ccc(NC(=O)COC(=O)CCCOc2ccc(Cl)cc2Cl)cc1Cl	-3.1	20.8	-20.8	1.21	7.9	16.3	1.03	19.8	-3.2
CC(NCC(=O)Nc1ccccc1C(=O)NC1CC1)c1cccc(C(F)(F)F)c1 (stereo not given)	-10.5	18.8	-0.6	1.01	1.3	10.1	1.1	5.9	-3.6
O=C1N=C(N2CCN(c3ccccc3)CC2)S/C1=C\c1cn[nH]c1-c1ccccc1	5.5	-0.9	-16.8	1.17	-1.4	14.6	0.945	13.6	26.9
O=c1c(Cc2c(F)cccc2Cl)c(O)ccn1CCc1ccccn1	3.6	12.5	-9.8	1.1	1.6	0.9	0.964	-0.2	4.5
O=C(c1ccccc1NS(=O)(=O)c1cccs1)N1CCCC1	-2.1	18.7	3.2	0.968	-3.1	1.9	1.02	8.2	0.8
Cc1c(Cl)sn(-c2ccc(Cl)cc2)c1=O	6.0	96.4*	-8.3	1.08	97.2*	11.6	0.94	56.0*	0.2
CC1(c2ccccc2)CC(C)(C)n2c(O)c(C3=NC(=S)NC3=O)c3cccc1c32 (stereo not given)	1.8	-4.0	-17.4	1.17	-22.4	19.3	0.982	7.2	-6.5
COc1ccc(S(=O)(=O)Nc2ccc(-n3cnnn3)cc2)cc1Br	-3.3	-2.1	-12.8	1.13	7.0	8.0	1.03	3.4	-1.2
COc1ccc(C(=O)C[n+]2ccccc2C)cc1	14.6	4.5	-1.7	1.02	-5.8	3.3	0.854	9.8	-8.6
CCN1CCN(C(c2cccs2)C(C)NC(=O)CC(C)C)CC1 (stereo not given)	1.7	8.1	3.2	0.968	-9.6	-11.0	0.983	0.1	-9.4
CCOc1ccc(C(=O)OCC(=O)Nc2ccc(SC(F)F)cc2)cc1OCC	-9.3	13.0	3.0	0.97	-9.1	15.8	1.09	7.7	-4.8
OC(CNC1CCCCCC1)COc1cccc2ccccc12 (stereo not given)	-1.2	18.6	-16.7	1.17	6.1	7.2	1.01	33.5	-4.0
CCS(=O)(=O)c1ccc2oc(SCC(=O)NC34CC5CC(CC(C5)C3)C4)nc2c1	-7.6	36.0	-8.0	1.08	3.7	-0.9	1.08	9.9	-8.0
CCCNC(=O)c1onc(CS(=O)(=O)c2cc(C)cc(C)c2)c1C(=O)NCCC	4.1	6.3	-12.4	1.12	9.6	14.8	0.959	-0.6	-2.2
COc1ccccc1-n1nnnc1SCC(=O)NCC1CCCO1 (stereo not given)	4.3	-7.1	-2.1	1.02	2.9	-2.2	0.957	22.1	3.5
Cc1ccc(-n2nnc3c(=O)n(CC(=O)N4CCC(C)CC4)cnc32)cc1	-2.6	-15.3	-4.0	1.04	-3.6	-9.1	1.03	18.1	0.0
CCCc1cc(=O)oc2c(C)c(OC3CCCCC3=O)ccc12 (stereo not given)	-9.4	-5.2	-4.3	1.04	-2.7	11.4	1.09	6.1	4.0
CC(CCc1ccccc1)NC(=O)COC(=O)c1ccc([N+](=O)[O-])cc1 (stereo not given)	0.8	-6.7	-1.8	1.02	15.8	3.1	0.992	25.7	1.1
COc1ccc(CN(C)C(=S)Nc2ccc(Cl)cc2Cl)cc1	-7.5	28.8	9.6	0.904	34.2	14.7	1.07	19.6	4.5
COc1cccc(CNC(=O)Cn2ccc([N+](=O)[O-])n2)c1	-1.4	15.0	1.6	0.984	13.1	4.7	1.01	15.8	0.4

Screens from PubChem BioAssay.
